# High-throughput results as filed in PubChem.
# CHRM1 PAM = potentiates human M1 receptor response to acetylcholine; P11229; CHO-K1 hM1, Fluo-8 calcium fluorescence, ACh EC20; 0% = ACh EC20, 100% = maximal ACh; activation, % at 3 µM; actives 0.088% (n = 360,000); AID 588819; in the data active means activation above about 19%, passing the limit was not always enough
# Target sequence (P11229 whole entry, looked up): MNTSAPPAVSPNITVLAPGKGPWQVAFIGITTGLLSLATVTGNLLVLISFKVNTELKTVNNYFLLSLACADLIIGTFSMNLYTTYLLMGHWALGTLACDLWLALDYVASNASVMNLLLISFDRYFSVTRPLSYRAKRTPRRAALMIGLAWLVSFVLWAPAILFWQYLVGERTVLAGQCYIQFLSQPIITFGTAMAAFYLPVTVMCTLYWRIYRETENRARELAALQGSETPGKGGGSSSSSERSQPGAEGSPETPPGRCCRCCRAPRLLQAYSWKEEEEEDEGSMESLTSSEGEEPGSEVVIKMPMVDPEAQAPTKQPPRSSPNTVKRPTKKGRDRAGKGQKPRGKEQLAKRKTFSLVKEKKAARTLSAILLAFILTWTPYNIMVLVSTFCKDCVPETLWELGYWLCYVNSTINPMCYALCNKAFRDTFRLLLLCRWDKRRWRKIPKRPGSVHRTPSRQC
# CHO parental Ca = counter-screen: ATP calcium response change in parental CHO cells; parental CHO-K1, ATP-induced calcium, Fluo-8 fluorescence; actives 0.63% (n = 330,000); inhibition, % at 5.6 µM;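 active means inhibition above that plate's mean sample inhibition plus 3 SD, cut at about 26% in these data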;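 further: 0% = ATP-challenged DMSO wells and 100% = DMSO wells without ATP; some compounds past the cut are filed as inactive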
#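 Test system: untransfected parental CHO cell line. Compound: one dose, 5.6 µM nominal. Detection: intracellular calcium via Fluo-8 no-wash fluorescent dye. Measure: % inhibition. Benchmarks: ATP-challenged DMSO wells low, unchallenged DMSO wells high.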
# M1 ag parental = counter-screen for M1 agonists: effect in parental CHO-K1 cells; Fluo-8 calcium fluorescence; scaled to maximal ATP response, vehicle zero; activation, % at 3 µM; actives 0.48% (n = 360,000); in the data active means activation above about 15%;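 further: untransfected CHO-K1 host cells lacking M1 receptor as counterscreen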
# M1 ag = agonists of human M1 muscarinic receptor; P11229; CHO-K1 hM1, Fluo-8 calcium fluorescence, agonist mode; 0% DMSO, 100% acetylcholine EC100; activation, % at 3 µM; actives 0.33% (n = 360,000);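 active means activation above the run's mean compound activation plus 3 SD, cut at about 16% in these data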;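 further: peak over basal fluorescence ratio within a 140 s kinetic read after compound addition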
# M1 antag = human CHRM1 antagonism; AID 588852; actives 1.3% (n = 360,000); P11229; CHO-K1 hM1, Fluo-8 calcium fluorescence, ACh EC80 antagonist; inhibition, % at 3 µM;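 active means percent inhibition above its own plate's cutoff, namely the mean of that plate's compound wells plus 3 SD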;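 further: peak over basal fluorescence ratio during 140 s after agonist addition; 0% = ACh EC80 plus DMSO and 100% = DMSO alone without agonist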
# TAAR1 antag = human TAAR1 antagonism. Q96RJ0. CHO RD-HGA16 TAAR1, Fluo-8 calcium fluorescence, antagonist. inhibition, % at 3 µM. actives 1.5% (n = 360,000). AID 624466;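 active means inhibition above a per-plate cutoff, the mean inhibition of test compounds on that plate plus 3 SD, cut at about 49% in these data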;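 further: 0% = DMSO plus EC80 beta-PEA response and 100% = DMSO alone without agonist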
# Target sequence (Q96RJ0 whole entry, looked up): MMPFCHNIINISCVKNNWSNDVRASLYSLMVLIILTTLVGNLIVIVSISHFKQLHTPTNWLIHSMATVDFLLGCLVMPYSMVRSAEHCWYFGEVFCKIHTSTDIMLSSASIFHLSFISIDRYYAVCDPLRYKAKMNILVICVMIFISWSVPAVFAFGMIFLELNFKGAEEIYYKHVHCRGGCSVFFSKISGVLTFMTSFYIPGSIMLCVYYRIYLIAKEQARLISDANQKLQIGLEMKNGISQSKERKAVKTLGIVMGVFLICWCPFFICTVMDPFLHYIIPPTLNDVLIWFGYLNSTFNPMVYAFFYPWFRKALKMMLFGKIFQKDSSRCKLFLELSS
#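 Test system – hTAAR1-expressing CHO RD-HGA16 cells, Gα16-coupled · Also added – β-PEA at EC80 concentration, post-compound challenge · Compound – 3 µM, single point · Incubation – dye loading 75 min at 37 °C, then 30 min room temperature · Measured by – Fluo-8 intracellular calcium dye fluorescence, real-time kinetic reads · Benchmarks – vehicle and agonist controls · Replicates – singlicate, one well per test compound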
# CHO-K1 Ca PAM = M1 PAM counterscreen hit in parental CHO-K1 cells | ATP EC20, Fluo-8 calcium fluorescence; 0% at ATP EC20, 100% at ATP max | activation, % at 3 µM | actives 0.02% (n = 360,000);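 active means activation above the run cutoff, the mean activation of all test compounds plus 3 SD, cut at about 40% in these data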;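 further: peak over basal fluorescence ratio in a 140 s read after ATP addition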
# TAAR1 ag = human TAAR1 agonism | actives 0.99% (n = 360,000) | CHO RD-HGA16 TAAR1, Fluo-8 calcium fluorescence; vehicle wells 0%, saturating PEA agonist 100% | activation, % at 3 µM | Q96RJ0;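 active means activation above the mean activation of all test compounds in the run plus 3 SD, cut at about 38% in these data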
#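 Test system: RD-HGA16 (CHO) cells co-expressing Gα16 and hTAAR1; dosing: one-point dosing at 3 µM (nominal); timing: 17-24 h seeding, 75 min 37 °C dye, 30 min RT; signal: kinetic Fluo-8 calcium fluorescence; read-out basis: % activation relative to PEA EC100 response; controls: DMSO and PEA EC100; replicates: n 1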
# CHO-K1 Ca antag = counter-screen for M1 antagonists: effect in parental CHO-K1 cells. ATP-induced calcium, Fluo-8 fluorescence. inhibition, % at 3 µM. actives 0.6% (n = 360,000). AID 602250;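 active means inhibition above a per-plate cutoff, the plate's mean sample inhibition plus 3 SD, cut at about 24% in these data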;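 further: 0% = DMSO plus EC80 ATP and 100% = DMSO alone without ATP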
# Starred values were filed as active, the others as inactive; x = not tested or not shown.
SMILES,CHRM1 PAM,CHO parental Ca,M1 ag parental,M1 ag,M1 antag,TAAR1 antag,CHO-K1 Ca PAM,TAAR1 ag,CHO-K1 Ca antag
NS(=O)(=O)c1ccc(CCNC(=O)C2CCC(Cn3c(=S)[nH]c4ccccc4c3=O)CC2)cc1 (stereo not drawn),4,19,0.6,-3,-12,-3,8,6,-16
Cn1c(CN2CCOCC2)nnc1SCc1cccc(F)c1,9,-7,0.2,-3,-10,5,-5,4,-6
Cn1c(C(=O)N2CCN(Cc3ccccc3)CC2)cc2c(=O)n(C)c3ccccc3c21,-5,-26,0.7,-11,-2,-5,1,0,8
CCOc1ccccc1C(=O)NCCC(=O)O,13,2,0.4,-4,-10,4,20,13,-12
NC(=O)C1CCN(C(=O)c2ccc(Cl)c(S(=O)(=O)N3CCc4ccccc43)c2)CC1,16,x,0.5,1,-27,-11,-14,12,11
CC[C@]1(C(=O)OC)[C@H]2C(=O)N(Cc3ccccc3)C(=O)[C@H]2[C@H]2CN(C)C(=NCc3ccccc3)N21,2,0,0.1,-11,-4,x,7,x,-13
COc1cccc(OC)c1C(=O)OCCCOC(=O)c1c(OC)cccc1OC,5,-13,2.0,4,4,7,9,8,-1
O=C(Cc1ccccc1)NCC(=O)N/N=C/c1cccnc1,8,-26,-0.2,-4,-16,-13,-10,0,5
COc1ccc(NC(=O)CCSCCC(=O)Nc2ccc(OC)cc2OC)c(OC)c1,8,-13,-0.3,-8,-9,-21,19,-2,0
Cc1ccc(S(=O)(=O)NC(=O)Nc2cc(C)no2)cc1,3,-2,2.0,-6,-7,-12,4,0,-9
Cc1ccc(Nc2cc(-n3cccn3)ncn2)c(C)c1,2,-17,1.7,-4,-9,-10,12,0,-18
COc1ccccc1NC(=O)/C(C#N)=C/c1cc([N+](=O)[O-])ccc1N1CCCC1,7,-18,0.7,-8,-7,9,20,0,-8
COc1ccc(OC)c(N(CC(=O)N2CCCC2)S(=O)(=O)c2ccccc2)c1,24,-17,-0.1,8,-18,-1,2,7,-9
Cc1ccc2nc(SCC(=O)N3N=C(c4cccs4)CC3c3ccc(F)cc3)nc(=O)n2c1 (stereo not drawn),0,x,0.2,-7,-5,13,-3,-1,0
Cc1nnc(SCC(N)=O)n1CC1CCCO1 (stereo not drawn),4,-4,0.1,-2,-2,8,2,9,-3
COc1cc(CNc2ccccc2SC)ccc1O,9,1,2.1,0,-13,4,11,6,-13
Cc1ccc(CSc2nc3ccccc3c(=O)n2CCCC(=O)NCc2ccco2)cc1,-4,-8,0.2,-5,9,-1,-5,7,11
COc1cc(OC)c(OC)cc1CN1CCc2ccccc2C1,5,-6,7.2,-6,-18,-1,3,0,-1
COCc1cc(C)nc2sc3c(=O)oc(C)nc3c12,0,-17,0.6,-3,-5,-24,21,2,-18
Nc1cccc(Nc2ccccc2)c1,6,7,0.1,-3,0,-12,-15,1,8
CCOc1ccccc1C(=O)Nc1ccccc1-c1ccccc1,-4,-4,0.1,-8,6,27,38,5,-16
CN1CC[C@@H]2C(=O)N3CCc4ccc(-c5ccc6c(c5)OCO6)cc4[C@@H]3C[C@@H]21,-4,x,0.4,-4,12,7,-11,0,3
O=C(CN1C(=O)NC2(CCCCC2)C1=O)Nc1ccc(F)cc1,7,-5,0.4,-2,3,4,9,3,-13
O=C(c1cccs1)N1CCOCC1,5,-2,0.1,-3,-6,-2,11,1,-3
COc1ccc(CCC(=O)Nc2ccc(OC)c(S(=O)(=O)N3CCCCC3)c2)cc1,-4,-15,1.3,1,5,15,-5,4,9

# Continued:
SMILES,CHRM1 PAM,CHO parental Ca,M1 ag parental,M1 ag,M1 antag,TAAR1 antag,CHO-K1 Ca PAM,TAAR1 ag,CHO-K1 Ca antag
CCOc1ccc(NC(=O)CN2CCN(C(=O)C3CCCO3)CC2)cc1 (stereo not drawn),15,11,0.0,-1,-14,-17,-18,2,4
CC(NC(=O)COC(=O)c1cc(Cl)nc(Cl)c1)c1ccccc1 (stereo not drawn),11,-18,23*,5,-9,-16,13,30,-9
Cc1c(C(=O)NCc2ccccc2C(F)(F)F)sc(=O)n1Cc1cccc(C(F)(F)F)c1,-10,x,1.2,-9,6,-19,17,1,2
CC1CCN(c2ncnc3nc[nH]c23)CC1,13,-6,0.4,0,-16,14,16,4,0
COC(=O)c1ccc(C)c(NC(=O)CCSc2ccc(Cl)cc2)c1,7,-27,3.5,-1,-28,7,10,10,-5
N/C(=N\OC(=O)CCC1CCCC1)c1ccc(Cl)cc1,6,8,0.5,-3,-8,4,10,-2,-6
CCn1nnnc1NCc1ccc(Cl)cc1,9,-4,-0.1,-5,-18,-5,4,-1,-8
C#CCN(C(=O)CC1C(=O)NCCN1C/C=C/c1ccccc1)C1CCCCC1 (stereo not drawn),10,-30,0.7,-5,-5,-16,23,0,-12
COc1ccc(C#Cc2cccc(-c3nc(C(=O)NCc4ccc(Oc5ccccc5)cc4)cc4c3[C@@H](CCO)N(S(=O)C(C)(C)C)C4)c2)cc1OC (stereo partly drawn),5,x,1.1,0,-2,-20,13,5,10
Cc1nc([N+](=O)[O-])c(Sc2nc3ccccc3n2C)n1Cc1ccccc1,7,-16,2.4,-3,-6,-8,19,1,-5
Nc1cc(=O)[nH]c(=O)n1-c1ccc(Cl)cc1,6,13,0.0,-5,-2,-17,5,4,0
CNC(=O)CN(c1cc(OCCOC)c(Cl)cc1Cl)S(=O)(=O)c1ccccc1,3,-17,1.1,-6,2,-2,23,3,-10
Clc1cccc2sc(N3CCN(c4ccccc4)CC3)nc12,-3,-25,0.7,-6,0,-2,13,2,-1
O=C(NCc1ccco1)c1cccc2ccccc12,6,-8,0.3,-5,-8,-1,17,6,-1
Cc1cc(Cl)ccc1OCC(=O)NCc1ccncc1,5,-11,3.7,-10,7,4,18,12,-25
Cn1nc(C(=O)OCC(=O)Nc2ccc(SC(F)F)cc2)c2ccccc2c1=O,-2,5,9.5,0,-4,47,2,15,-15
CC1CCc2sc(C(=O)NN=C3CCCC3)cc2C1 (stereo not drawn),10,x,0.5,-2,-7,-24,-1,4,14
COC(=O)c1ccc(CNC(=O)c2cc(COc3cncc(Cl)c3)on2)cc1,9,-16,0.8,-3,-10,-14,-20,5,0
CSc1ccccc1C(=O)N1CCC(n2nccc2NC(=O)C(C)(C)C)CC1,3,-7,0.7,-2,-1,-15,12,1,-7
O=C(NC(=S)Nc1cccc([N+](=O)[O-])c1)c1ccccc1,9,-21,0.6,-4,-9,-9,17,1,-1
O=C(Cn1ncc(N2CCCC2)c(Cl)c1=O)c1ccc(Cl)cc1,3,-12,0.1,-5,10,-5,-2,13,-11
CCOC(=O)C1(C)NC(c2ccc(OC)cc2OC)C2C(=O)N(c3cccc(OC)c3)C(=O)C21 (stereo not drawn),3,-3,-0.1,0,-5,-11,-1,3,-9
COc1cc(OC)cc(-c2c(-c3cccs3)c3cc(-c4ccc(SC)cc4)ccc3n2C)c1,4,-13,0.1,-2,-4,7,1,5,3
CCOC(=O)N1CCC(NC(=O)c2cc(C(=O)NC3CCCC3)ccc2CO)CC1,-4,-1,0.0,-3,4,1,9,0,2
O=C(O)CSCC(=O)Nc1ccc(C(F)(F)F)cc1,0,5,-0.1,-5,0,9,1,-1,-1

# Next entries:
SMILES,CHRM1 PAM,CHO parental Ca,M1 ag parental,M1 ag,M1 antag,TAAR1 antag,CHO-K1 Ca PAM,TAAR1 ag,CHO-K1 Ca antag
CCc1ccc(OC(=O)c2cncc(Br)c2)cc1,4,-5,-0.2,-1,-13,-1,-16,12,-5
COc1cc(C(=O)Nc2ccc3c(c2)nc(C)n3C)cc(OC)c1OC,5,8,1.4,2,-12,2,28,5,-18
O=C(Nc1ccccc1N1CCCC1)C1CCCO1 (stereo not drawn),7,x,0.1,-3,-7,-3,9,1,-1
O=Cc1c[nH]c2ccc(S(=O)(=O)N3CCOCC3)cc12,4,6,1.1,-8,-4,-3,17,0,-9
COC(=O)C1C2C=CC(C3CC23)C1C(=O)OCC(=O)c1ccc(OC)cc1 (stereo not drawn),2,-2,3.7,-3,10,27,10,12,7
COC(=O)c1cc(S(=O)(=O)N2CCN(C(=O)c3ccco3)CC2)cn1C,11,-12,0.4,-1,-13,-13,1,0,0
Cc1ccccc1C(C)(O)c1cnc(C)n1Cc1ccccc1 (stereo not drawn),-4,x,3.7,-6,3,13,16,6,-10
CCOC(=O)C1(C)CCN1C(=O)c1ccc(OC)c(OC)c1 (stereo not drawn),8,x,0.9,-3,-10,-2,12,1,6
COC(=O)c1ccccc1OCC(=O)N1CCN(c2ccc(F)cc2)CC1,3,-10,0.3,-3,1,5,-9,1,19
O=C1NC(=O)C(c2cccs2)(c2cccs2)N1,-1,0,0.5,-7,-1,-22,-5,5,-8
COc1ccc(S(=O)(=O)N2CCC(C(=O)NCCC(=O)Nc3ccccc3OC)CC2)cc1,5,x,0.9,-3,-19,-2,8,0,0
CC(=O)c1ccc(N2C(=O)CC(N3CCN(S(=O)(=O)c4ccc(C)c(C)c4)CC3)C2=O)cc1 (stereo not drawn),10,-3,-0.4,-5,-7,-10,10,-2,-18
CCCCCCc1nnc(NC(=O)OCC)s1,3,-2,0.0,-4,-2,1,4,14,1
CCOC(=O)C1=C(C)Nc2[nH]c(=O)[nH]c(=O)c2C1c1cccs1 (stereo not drawn),12,-4,-0.3,-1,-17,-8,19,2,-14
O=C(NCCc1cnccn1)C1CCC(=O)N(Cc2ccc(Cl)cc2)C1 (stereo not drawn),5,-4,0.5,-2,-5,-10,0,1,-3
CC(=O)c1ccc(NC(=S)N2CCCC(CO)C2)cc1 (stereo not drawn),2,7,0.5,-1,-5,-10,-3,3,-1
CC(C(=O)Nc1cc([N+](=O)[O-])ccc1Cl)N1CCN(c2ccc(O)cc2)CC1 (stereo not drawn),4,-4,0.4,-9,-4,-2,4,3,-3
CCCC(=O)c1ccc(N2CCN(C(=O)c3ccccc3Br)CC2)c(F)c1,-12,52*,12,1,20,13,4,15,14
CC(C)(C)OC(=O)N1CCC(C(=O)Nc2cccc(C(=O)NC3CC3)c2)CC1,8,x,1.5,-3,-17,4,12,1,0

# Not a retest: an excerpt of the list.
SMILES,CHRM1 PAM,CHO parental Ca,M1 ag parental,M1 ag,M1 antag,TAAR1 antag,CHO-K1 Ca PAM,TAAR1 ag,CHO-K1 Ca antag
O=C(NCCc1cnccn1)C1CCC(=O)N(Cc2ccc(Cl)cc2)C1 (stereo not drawn),5,-4,0.5,-2,-5,-10,0,1,-3
CC(=O)c1ccc(NC(=S)N2CCCC(CO)C2)cc1 (stereo not drawn),2,7,0.5,-1,-5,-10,-3,3,-1
CC(C(=O)Nc1cc([N+](=O)[O-])ccc1Cl)N1CCN(c2ccc(O)cc2)CC1 (stereo not drawn),4,-4,0.4,-9,-4,-2,4,3,-3
CCCC(=O)c1ccc(N2CCN(C(=O)c3ccccc3Br)CC2)c(F)c1,-12,52*,12,1,20,13,4,15,14
CC(C)(C)OC(=O)N1CCC(C(=O)Nc2cccc(C(=O)NC3CC3)c2)CC1,8,x,1.5,-3,-17,4,12,1,0
